# mIAP block: blocks mouse intestinal alkaline phosphatase; AID 2806; 330,000 tested, 0.2% active; purified mouse IAP, CDP-Star luminescence, 30 min; inhibition, % at 10 µM;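 active = inhibition of at least 40% at 10 µM in the primary screen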;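 note: plate controls were DMSO with enzyme for no effect and no enzyme wells for full effect; values of inactives mirror those of a sister screen read the other way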
# ATG4B inh: inhibitors of human ATG4B cysteine protease | Q9Y4P1 | ATG4B cleavage of LC3-PLA2, NBD-HPC fluorescence, 1 h | inhibition, % at 8.33 µM | 340,000 tested, 0.51% active | AID 504462; in the data active = inhibition above about 40%
# Target sequence (Q9Y4P1 whole entry, looked up): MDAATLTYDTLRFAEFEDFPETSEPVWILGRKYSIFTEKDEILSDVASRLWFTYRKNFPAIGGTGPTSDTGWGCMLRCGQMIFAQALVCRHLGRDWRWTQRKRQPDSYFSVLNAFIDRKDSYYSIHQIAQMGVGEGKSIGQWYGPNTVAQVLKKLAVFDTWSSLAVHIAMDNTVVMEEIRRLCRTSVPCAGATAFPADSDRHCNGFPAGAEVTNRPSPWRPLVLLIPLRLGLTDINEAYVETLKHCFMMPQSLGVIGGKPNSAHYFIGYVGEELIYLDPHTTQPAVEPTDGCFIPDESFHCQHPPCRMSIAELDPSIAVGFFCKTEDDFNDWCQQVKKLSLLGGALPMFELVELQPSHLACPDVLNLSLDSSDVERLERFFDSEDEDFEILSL
# hIAP block: blocks human intestinal alkaline phosphatase. inhibition, % at 10 µM. 330,000 tested, 0.12% active. purified IAP, CDP-Star luminescence, 30 min. P09923;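 active = inhibition reaching a set limit with compound at 10 µM in the primary screen, cut at about 35% in these data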;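 note: plate controls were DMSO wells with enzyme for no effect and no-enzyme buffer wells for full effect; values of inactives mirror those of a sister screen read the other way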
# Target sequence (P09923 whole entry, looked up): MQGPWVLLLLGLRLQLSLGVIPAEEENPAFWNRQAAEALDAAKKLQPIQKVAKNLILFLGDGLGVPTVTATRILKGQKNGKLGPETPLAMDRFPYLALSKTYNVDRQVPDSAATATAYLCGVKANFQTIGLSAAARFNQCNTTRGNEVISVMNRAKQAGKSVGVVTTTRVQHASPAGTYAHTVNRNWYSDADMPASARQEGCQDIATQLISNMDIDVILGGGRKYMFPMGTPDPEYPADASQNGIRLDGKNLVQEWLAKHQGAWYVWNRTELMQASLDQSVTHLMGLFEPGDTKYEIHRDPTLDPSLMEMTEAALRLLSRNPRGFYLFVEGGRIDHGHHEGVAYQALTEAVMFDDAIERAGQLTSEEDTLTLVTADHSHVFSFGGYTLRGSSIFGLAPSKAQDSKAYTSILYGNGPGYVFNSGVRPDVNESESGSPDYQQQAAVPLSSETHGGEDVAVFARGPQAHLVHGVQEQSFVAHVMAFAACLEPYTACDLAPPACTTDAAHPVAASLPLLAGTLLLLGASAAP
# mIAP activ: increases mouse intestinal alkaline phosphatase activity; muIAP, CDP-Star luminescence, 30 min; hits give high values; 1 = vehicle-only enzyme signal, 0 = enzyme-free wells; activation factor at 10 µM; 330,000 tested, 0.24% active;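 active = activation factor of at least 2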; note: the source names both 10 and 20 µM as test concentration; values of inactives mirror those of a sister screen read the other way
#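 System: Mouse IAP enzyme | Also added: CDP-Star substrate | Dosing: Compounds dispensed in DMSO | Schedule: 30 min enzyme-substrate-compound incubation at room temperature | Technique: Chemiluminescence readout | Control set: DMSO-only wells and no-enzyme negative control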
# HKDC1 inh: inhibitors of human hexokinase HKDC1. recombinant HKDC1, G6PDH/diaphorase resazurin coupled fluorescence. inhibition, % at 20 µM. 340,000 tested, 0.16% active;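 active = inhibition above about 35% when tested at 20 µM, limit read from the data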;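 note: plate controls were DMSO wells with enzyme for no effect and DMSO wells lacking enzyme for full effect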
#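 Assay system – recombinant HKDC1 (HK5) hexokinase enzyme, produced in-house · Input – HKDC1 at 5 µg/mL · Reagent – glucose plus 1 mM ATP as hexokinase substrates · Timing – 90 min reaction incubation at room temperature, dark · Measured by – G6PDH/diaphorase-coupled fluorescence, 1 mM NADP, 100 µM resazurin, 525/613 nm · Benchmarks – DMSO-enzyme wells negative, buffer-substituted wells positive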
# PfG6PD inh: PfG6PD (Plasmodium falciparum) enzyme inhibition; PfGluPho enzyme, NADPH resazurin-diaphorase fluorescence; inhibition, % at 20 µM; 350,000 tested, 0.78% active;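 active = inhibition reaching at least a set limit at 20 µM in the primary screen, cut at about 59% in these data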;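 note: 0% = DMSO wells with substrate and 100% = DMSO wells lacking glucose-6-phosphate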
# A3A deaminase: blocks human APOBEC3A ssDNA deamination; P31941; 330,000 tested, 0.41% active; recombinant A3A, FAM/TAMRA ssDNA deamination fluorescence; inhibition, % at 20 µM;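 active = at least 40% inhibition at 20 µM here, with at most 30% in a related deaminase screen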;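 note: plate controls were A3A with DMSO for no effect and wells lacking A3A enzyme for full effect; some results filed as inactive read as strong as hits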
# hIAP activ: human IAP activation; P09923; purified human IAP, CDP-Star luminescence, 30 min; hits give high values; 1 = vehicle-only enzyme, 0 = enzyme-free background; activation factor at 10 µM; 330,000 tested, 0.16% active;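 active = activation factor of the enzyme at least 2-fold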; note: the source names both 10 and 20 µM as test concentration; values of inactives mirror those of a sister screen read the other way
# * = called active by the depositor; . = no result given.
SMILES,mIAP block,ATG4B inh,hIAP block,mIAP activ,HKDC1 inh,PfG6PD inh,A3A deaminase,hIAP activ
NS(=O)(=O)c1ccc(O)c(NC(=O)c2ccc([N+](=O)[O-])cc2)c1,26.4,1.8,4.5,0.736,0.4,2.8,4.1,0.955
O=C(CCC(=O)NCc1ccccc1)NCc1ccccc1,-8.4,-3.3,15.9,1.08,4.0,-5.3,5.0,0.841
CC(C)c1nc2cc(C(=O)NC(C)c3cnn(C)c3)ccc2o1 (configuration not stated),8.3,10.0,22.0,0.917,-4.2,-17.9,-2.5,0.78
CC(C)(C)c1nc(CN2CCCCC2)cc(CN2CCCCC2)c1O,9.2,-5.8,5.3,0.908,-1.2,5.4,-1.8,0.946
Cc1cc(C)c2nncn2n1,-5.1,3.7,-4.9,1.05,-4.2,-13.2,0.9,1.05
CCOc1ccc(Cc2nc(C)c(CC(=O)N3CCOCC3)c(=O)[nH]2)cc1,-17.2,-8.7,15.3,1.17,-5.0,12.5,0.4,0.847
CN(c1ccccc1)S(=O)(=O)c1ccc(Cl)nc1,-0.5,-3.0,8.0,1,-3.9,9.3,4.5,0.92
CCOC(=O)N1CCN(C2CCCN(C(=O)c3ccccc3SC)C2)CC1 (configuration not stated),-3.0,3.1,-2.1,1.03,-1.1,7.5,-2.2,1.02
Cc1cc2nnc(SCc3ccccc3)n2c(N)n1,5.9,-2.8,13.0,0.941,-13.9,-0.3,7.2,0.87
COc1ccc2oc(=O)c(C(=O)Nc3cccc(C)c3)cc2c1,14.9,3.3,14.3,0.851,-0.9,-0.8,-2.6,0.857
O=C(CSc1nc2scc(-c3ccccc3)c2c(=O)[nH]1)NC1CCCCC1,3.1,.,10.7,0.969,.,.,3.4,0.893
O=C(CNc1cc(S(=O)(=O)N2CCOCC2)ccc1NCC1CCCO1)Nc1cccc(F)c1 (configuration not stated),-1.1,-5.9,-5.0,1.01,0.1,10.6,-4.4,1.05
COc1cccc(OC)c1C(=O)NNC(=O)c1cccnc1,0.8,1.1,-10.2,0.992,-5.3,0.8,-1.7,1.1
Cc1c(C=O)c2ccccn2c1C(=O)c1cccc([N+](=O)[O-])c1,1.4,-1.3,19.3,0.986,13.0,8.8,-26.8,0.808
Clc1ccc(Cc2ccccc2)nn1,6.5,-7.1,8.4,0.935,-1.4,-0.2,-2.8,0.916
Nc1nonc1-c1nc2ccccc2n1Cc1ccc(F)cc1,7.4,5.3,18.7,0.926,0.4,11.7,-5.2,0.813
Nc1ncnc(NC2CCS(=O)(=O)C2)c1[N+](=O)[O-] (configuration not stated),-6.0,23.4,-2.4,1.06,-5.4,10.8,-1.3,1.02
O=C1CCC(C(=O)N2CCOCC2)CN1Cc1cccc(C(F)(F)F)c1 (configuration not stated),3.5,3.3,2.4,0.965,-2.4,4.7,-5.6,0.976
Cc1cc(C(=O)OCC(=O)N2CC(C)OC(C)C2)ccc1[N+](=O)[O-] (configuration not stated),3.2,-5.5,5.2,0.968,-2.3,-6.2,3.8,0.948
COc1ccc(-n2c(=O)c3ccccc3n(CC(=O)NC3CCCCC3)c2=O)cc1OC,-11.6,5.9,-8.9,1.12,0.2,-5.3,-1.1,1.09
COc1cccc2c1OCC(CN1CCN(Cc3ccccc3)C(CCO)C1)=C2 (configuration not stated),-3.4,-6.2,-17.0,1.03,1.6,-3.8,-10.1,1.17
Nc1c(C(=O)O)sc2nc(-c3ccccc3)cc(-c3ccccc3)c12,10.7,7.2,11.5,0.893,8.6,-11.3,4.6,0.885
O=C(c1ccccc1)C1CCN(CC(=O)N2CCN(c3ccccc3)CC2)CC1,3.2,-9.7,-12.6,0.968,-9.1,-6.0,5.9,1.13
CC12CC3CC(C)(C1)CC(CN1CCOCC1)(C3)C2,6.0,0.7,-4.7,0.94,-0.9,4.7,-4.6,1.05
CC1(C)Cc2c(ccc3ccccc23)C(=O)N1,-0.7,-7.9,13.0,1.01,0.1,3.8,-3.2,0.87
Cc1ccccc1C(=O)NNC(=O)C1CCCN(c2ncccn2)C1 (configuration not stated),-2.9,5.8,19.5,1.03,3.9,-15.2,2.8,0.805
C[C@H]1CN([C@@H](C)CO)C(=O)Cc2cc(NC(=O)CCC(F)(F)F)ccc2O[C@H]1CN(C)CC1CC1,-2.0,-13.3,8.4,1.02,-3.6,5.0,-4.2,0.916
CCN1CCN(Cc2c(O)ccc3c2O/C(=C\c2ccccc2)C3=O)CC1,15.7,2.6,-1.2,0.843,3.7,6.8,0.7,1.01
Cc1ccc(N2C(=O)c3cccc4cccc(c34)C2=O)cc1,10.1,14.6,-1.0,0.899,-11.2,-4.9,-1.2,1.01
C[C@H](NC(=O)[C@@H]1Cc2ccccc2CN1)C(=O)NC[C@H]1CC[C@H](C(=O)O)CC1,-3.3,1.6,-9.7,1.03,0.3,-3.9,-0.1,1.1
COc1ccc(OC)c(NC(=O)CSc2nnnn2-c2ccccc2F)c1,-1.1,-3.3,-6.6,1.01,4.5,-3.0,2.5,1.07
O=C(NCc1ccco1)c1cc(-c2ccccc2)nc2ccccc12,9.2,0.6,22.5,0.908,-0.7,4.6,-0.2,0.775
Cc1cc2c(=O)n(Cc3ccco3)c(SCC(=O)N3CCCc4ccccc43)nc2s1,1.9,14.0,-16.3,0.981,-4.7,-3.2,2.3,1.16
CCOC(=O)c1cnc2c(Cl)c(Cl)ccc2c1NCCN1CCOCC1,1.3,3.9,-4.3,0.987,-0.8,15.1,-6.3,1.04
Cc1cc(N2CCCC(C(=O)Nc3ccc4c(c3)CCC4)C2)n2ncnc2n1 (configuration not stated),3.1,-6.8,-13.6,0.969,-3.8,-11.0,-0.3,1.14
NS(=O)(=O)c1ccc(CCNC(=O)c2cc(=O)[nH]c3ccccc23)cc1,3.7,-3.5,20.8,0.963,-3.5,0.5,-4.4,0.792
O=C(NC12CC3CC(CC(C3)C1)C2)c1ccccc1O,1.2,7.8,2.7,0.988,-0.5,13.1,2.1,0.973
COc1ccc(C(=O)NCc2nnc(SCC(=O)c3ccccc3)n2C)cc1,-5.9,-4.3,-0.9,1.06,3.4,22.4,0.0,1.01
CNc1nnc(CSc2nc(C)cc(C)n2)s1,-6.2,4.9,9.2,1.06,-3.3,-7.1,-2.8,0.908
CCOC(=O)c1c(S(=O)(=O)Nc2cccc(-c3ccno3)c2)c(C)n(C)c1C,1.1,-6.9,-12.4,0.989,-2.0,16.0,-2.0,1.12
COc1ccc(C(=O)OC(C)C(=O)NC2CCCc3ccccc32)cc1OC (configuration not stated),8.5,1.9,-6.0,0.915,-3.3,-10.9,0.5,1.06
COc1ccc(NC(=O)c2ccc(C(=O)c3cc(OC)ccc3OC)cc2)cc1,-2.3,5.1,15.6,1.02,3.4,-4.4,-5.8,0.844
Cn1c(SCc2ccccc2[N+](=O)[O-])nnc1-c1cccnc1,-0.3,-1.5,8.4,1,-7.6,3.5,-4.5,0.916
CN1CCN(C2CCCCC2NS(=O)(=O)c2ccc(Cl)cc2)CC1 (configuration not stated),-5.5,-3.1,-39.9,1.05,2.7,3.8,0.1,1.4
O=C(NNS(=O)(=O)c1ccccc1C(F)(F)F)c1cc2ncc(C(F)(F)F)cc2s1,2.4,-5.3,18.9,0.976,-3.2,2.2,2.2,0.811
Cc1cc(C(=O)N(C)C)sc1-c1ccccc1,4.1,4.8,7.5,0.959,-4.5,-0.1,0.4,0.925
Cc1ccc(S(=O)(=O)NCCCCCC(=O)Nc2ccccn2)cc1,9.7,-1.1,-0.2,0.903,-8.7,-9.2,-2.5,1
COc1cc(OC)c2c(-c3ccccc3)cc(=O)oc2c1,-7.9,-17.4,11.5,1.08,-3.9,6.8,0.3,0.885
CCCn1c(N)c(C(=O)CSc2nc(C)cs2)c(=O)n(C)c1=O,2.7,-0.2,8.1,0.973,4.6,-5.2,-6.7,0.919
CCn1c(SCC(=O)N(C)CCC#N)nc2cc(S(=O)(=O)N3CCOCC3)ccc21,-5.4,1.9,3.0,1.05,-3.5,1.6,-3.5,0.97
CCOCCCNC(=S)N1CCCN(c2nc3c(C)c(C)ccc3cc2C#N)CC1,0.3,3.4,15.7,0.997,5.0,41.4,-2.1,0.843
COc1ccc(C2=CC(=O)OC3(CCCCC3)O2)cc1,7.2,4.7,9.7,0.928,-0.8,7.3,-0.9,0.903
CC1=C/C(=C/N(C)c2ccccc2)C(=O)S1,29.0,6.2,13.4,0.71,1.6,16.5,-1.9,0.866
CCOC(=O)C1CCN(C(=O)Cn2nc(C)n3nc(-c4ccc(OC)cc4)cc3c2=O)CC1,3.5,10.5,6.8,0.965,-4.0,-13.2,-0.6,0.932
COc1ccc(C(=O)COC(=O)c2cc(S(=O)(=O)NCc3ccccc3)ccc2O)cc1,11.9,-1.9,6.3,0.881,-2.8,-21.4,5.0,0.937
Cc1ccc(NC(=S)N2CCN(S(C)(=O)=O)CC2)cc1Cl,8.7,1.9,-5.3,0.913,-1.5,13.5,-4.5,1.05
NNc1nc2cccnc2n(CCNc2ncc(C(F)(F)F)cc2Cl)c1=O,9.6,0.5,-9.4,0.904,-9.0,16.0,-1.6,1.09
COc1ccc(Nc2ncnc3ccc(Br)cc23)cc1OC,2.5,2.9,16.0,0.975,2.4,10.4,-0.5,0.84
CCOC(=O)C1CCN(C(=O)c2cccc(N3C(=O)NC4CC3(C)Oc3ccc(C)cc34)c2)CC1 (configuration not stated),0.7,1.8,-12.6,0.993,-0.5,7.4,-4.1,1.13
CCC(C)CCN1C(N(C)C)=NC[C@@H]1Cc1ccccc1 (some centres not stated),14.9,-1.5,17.3,0.851,-3.8,-10.0,-2.9,0.827

# Continuation:
SMILES,mIAP block,ATG4B inh,hIAP block,mIAP activ,HKDC1 inh,PfG6PD inh,A3A deaminase,hIAP activ
Cc1ccccc1NS(=O)(=O)c1cc(S(C)(=O)=O)ccc1C,-11.4,1.0,-6.2,1.11,-4.9,-0.5,-2.3,1.06
C[C@@H]1COC(=O)[C@H](Cc2ccc(F)cc2)CC/C=C\C[C@@H](CC(=O)NCCO)C(=O)N1,2.7,-2.2,1.6,0.973,5.9,7.2,3.4,0.984
CC(C)(C)c1ccc(C(=O)N/C(=C\c2cccs2)C(=O)NCc2ccco2)cc1,3.4,4.6,-13.0,0.966,1.4,6.5,-0.6,1.13
O=C(c1ccc(Cl)c(Cl)c1)N1CCC(=O)N(C(COCc2cccc(Cl)c2)Cc2ccccc2)CC1 (configuration not stated),-4.2,3.6,19.6,1.04,3.6,2.9,-2.9,0.804
COc1ccc(NS(=O)(=O)c2ccc(C(=O)N3CCN(Cc4ccccc4)CC3)cc2)cc1,-5.9,-14.2,13.5,1.06,-10.6,-5.1,2.1,0.865

# By substructure: those above with a CF3 group
SMILES,mIAP block,ATG4B inh,hIAP block,mIAP activ,HKDC1 inh,PfG6PD inh,A3A deaminase,hIAP activ
O=C1CCC(C(=O)N2CCOCC2)CN1Cc1cccc(C(F)(F)F)c1 (configuration not stated),3.5,3.3,2.4,0.965,-2.4,4.7,-5.6,0.976
C[C@H]1CN([C@@H](C)CO)C(=O)Cc2cc(NC(=O)CCC(F)(F)F)ccc2O[C@H]1CN(C)CC1CC1,-2.0,-13.3,8.4,1.02,-3.6,5.0,-4.2,0.916
O=C(NNS(=O)(=O)c1ccccc1C(F)(F)F)c1cc2ncc(C(F)(F)F)cc2s1,2.4,-5.3,18.9,0.976,-3.2,2.2,2.2,0.811
NNc1nc2cccnc2n(CCNc2ncc(C(F)(F)F)cc2Cl)c1=O,9.6,0.5,-9.4,0.904,-9.0,16.0,-1.6,1.09

# Screening data: PubChem, Sanford-Burnham Center for Chemical Genomics
